Source: PubChem
ABCG2 block: blocks JC-1 efflux by human ABCG2 transporter. IgMXP3 cells, flow cytometry. inhibition, % at 6.6 µM. 190,000 tested, 0.1% active. AID 1325;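 active = inhibition above 80%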;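 also: 0% = DMSO and 100% = nicardipine control wells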
Target sequence (Q9UNQ0 whole entry, looked up): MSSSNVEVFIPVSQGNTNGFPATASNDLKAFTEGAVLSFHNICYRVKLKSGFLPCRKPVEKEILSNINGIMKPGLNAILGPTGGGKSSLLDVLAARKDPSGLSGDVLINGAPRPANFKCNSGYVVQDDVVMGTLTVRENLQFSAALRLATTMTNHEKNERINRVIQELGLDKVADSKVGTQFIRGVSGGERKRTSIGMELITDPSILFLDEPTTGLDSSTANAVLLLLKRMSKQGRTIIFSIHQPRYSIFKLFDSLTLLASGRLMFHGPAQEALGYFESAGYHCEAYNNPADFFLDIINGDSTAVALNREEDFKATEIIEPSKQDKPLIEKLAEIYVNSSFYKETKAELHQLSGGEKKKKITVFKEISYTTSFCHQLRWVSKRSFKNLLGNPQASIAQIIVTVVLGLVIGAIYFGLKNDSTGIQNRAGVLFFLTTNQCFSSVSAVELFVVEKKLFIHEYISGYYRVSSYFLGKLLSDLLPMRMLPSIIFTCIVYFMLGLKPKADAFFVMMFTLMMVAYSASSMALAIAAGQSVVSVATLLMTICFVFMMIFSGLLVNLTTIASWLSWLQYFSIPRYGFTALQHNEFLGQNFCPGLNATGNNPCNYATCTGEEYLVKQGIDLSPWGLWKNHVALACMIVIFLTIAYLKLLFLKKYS
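Incubation: cells with compound and JC-1, 10 min at 25 °C, rotating, no wash / Test system: IgMXP3 (ABCG2) plus far-red-tagged CCRF-Adr (ABCB1) cells / Compound dosing: one concentration, 6.6 µM final / Also added: JC-1 fluorescent substrate / Evaluation: efflux inhibition in percent versus controls / Detection: flow cytometry, 530 nm JC-1 signal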
Rac1 wt GTP bind: human Rac1 wildtype GTP binding, inhibitors and activators. 190,000 tested, 0.27% active. GTP binding activity (% of control), % at 10 µM. GST-Rac1 beads, fluorescent GTP binding, flow cytometry; actives lie on both sides; 0 = cold GTP competed, 100 = untreated. P63000;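 active = GTP binding activity at least 20 points away from the 100% control level, either lower or higher; inconclusive = compound flagged as likely green fluorescent, judged across all proteins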
Cdc42 wt GTP: human Cdc42 wildtype GTP binding change, either direction | P60953 | GST-Cdc42 beads, Bodipy-GTP binding, flow cytometry; actives lie on both sides | percent activity (GTP binding), % at 10 µM | 190,000 tested, 0.2% active;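 active = percent activity GTP binding at least 20 points away from the 100% baseline, either down as inhibitor or up as activator; inconclusive = compound flagged as likely green fluorescent from well-wide comparison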;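 also: median bead fluorescence of bound Bodipy-FL-GTP at 100 nM; 0% = excess unlabeled GTP control and 100% = no compound control; below 100% means less GTP binding so inhibitor and above means activator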
Rab2A wt mod: changes GTP binding to wildtype dog Rab2A, up or down; GTP binding activity, % at 10 µM; 190,000 tested, 0.19% active; P61105; GST-Rab2 wt beads, Bodipy-GTP binding, flow cytometry;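 active = GTP binding activity at least 20 points away from 100%, either lowered or raised; inconclusive = signal likely due to the compound's own green fluorescence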;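 also: 0% = beads with excess unlabeled GTP and 100% = no-compound control corrected for plate trend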
GSH bead fluor: GSH bead compound fluorescence profile; GSH beads flow cytometry, compound fluorescence 488/530 nm; stronger effect = higher value; fluorescence (KMESF) at 10 µM; 190,000 tested, 0.25% active; in the data active = fluorescence above about 89;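 also: glutathione beads carrying GST-tagged Bcl family fusion proteins plus one bare bead set; values are compound well signal with DMSO vehicle wells as background; inactives centre near 16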
HRas wt GTP: human HRas wildtype GTP binding, change in either direction. GST-Ras wt beads, Bodipy-FL-GTP binding, flow cytometry; actives lie on both sides. 190,000 tested, 0.14% active. GTP binding activity, % at 10 µM. P01112. AID 759;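 active = GTP binding activity at least 20% away from the 100% baseline, either lowered as inhibitor or raised as activator; inconclusive = flagged as likely green fluorescent, judged across all proteins in the well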;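 also: 0% = unlabeled GTP competition control and 100% = no-compound control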
Target sequence (P01112 whole entry, looked up): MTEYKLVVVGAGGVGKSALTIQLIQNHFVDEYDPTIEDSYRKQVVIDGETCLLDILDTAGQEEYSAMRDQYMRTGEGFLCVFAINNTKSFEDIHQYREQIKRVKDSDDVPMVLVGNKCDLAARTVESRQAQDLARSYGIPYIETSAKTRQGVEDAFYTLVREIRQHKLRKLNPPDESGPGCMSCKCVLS
Avidin bead fluor: avidin bead compound fluorescence profile. Avidin beads, compound fluorescence 488/530 nm, flow cytometry; stronger effect = higher value. fluorescence (KMESF) at 10 µM. 220,000 tested, 0.38% active; in the data active = fluorescence above about 47; also: inactives centre near 10
ABCB1 inh: human ABCB1 inhibition, ABCG2 as counter-screen; CCRF-Adr cells, JC-1 efflux, flow cytometry; P08183; inhibition, % at 6.6 µM; AID 1326; 190,000 tested, 0.067% active; in the data active = inhibition above about 40%;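 also: 0% = vehicle and 100% = reference inhibitor; higher value means more JC-1 retained so stronger ABCB1 efflux block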
Rac1 mut GTP: human Rac1 activated mutant GTP binding change. P63000. GST-Rac1 activated beads, fluorescent GTP binding, flow cytometry; actives lie on both sides; 100% means binding = to untreated wells. percent activity (GTP binding), % at 10 µM. 190,000 tested, 0.11% active. AID 764;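 active = GTP binding at least 20 percentage points away from the 100% baseline, in either direction, so actives lie on both sides; inconclusive = Compound likely fluorescent itself, or too few beads counted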
Rab7 wt modul: dog Rab7 wildtype GTP binding, inhibitors and activators; GST-Rab7 beads, fluorescent GTP binding, flow cytometry; actives lie on both sides; untreated = 100%, excess cold GTP = 0%; GTP binding activity (percent of control), % at 10 µM; 190,000 tested, 0.055% active; AID 758;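 active = fluorescent GTP binding to Rab7 beads changed by at least 20 points from the 100% baseline, either direction, mostly lower; inconclusive = compound itself probably fluorescent, or too few beads counted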;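 also: median green fluorescence of bound Bodipy-FL-GTP per Rab7 bead population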
Pf gametocyte: P. falciparum stage V gametocyte viability inhibition; AID 743093; P. falciparum stage V gametocytes, ATP luminescence, 24 h; 150,000 tested, 0.065% active; inhibition, % at 10.9 µM;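 active = inhibition above the mean plus 3 SD of compounds within the control limits, set per campaign, cut at about 38% in these data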;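 also: 0% = DMSO wells and 100% = medium only without gametocytes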
* = called active by the depositor; ? = inconclusive; nt = no result given. An unsorted share of the library. Share with any hit: about 1.1%.

molecule	ABCG2 block	Rac1 wt GTP bind	Cdc42 wt GTP	Rab2A wt mod	GSH bead fluor	HRas wt GTP	Avidin bead fluor	ABCB1 inh	Rac1 mut GTP	Rab7 wt modul	Pf gametocyte
COc1ccc(-n2c(SCC(=O)NCC3CCCO3)nc3n[nH]c(C)c3c2=N)cc1 (stereo not given)	11	98	99	92	29	96	13	0.6	98	96	22
COc1ccc(OC(C)C(=O)NC2CC(C)(C)NC(C)(C)C2)cc1 (stereo not given)	1	104	103	102	53	104	12	0.1	100	101	nt
COC(=O)c1ccc(-c2ccco2)n1Cc1cc(C)ccc1C	2	95	97	98	3	96	5	0.2	96	95	-25
Cc1cnc(C(=O)Nc2ccc3c(c2)CCC3)cn1	5	96	97	97	7	96	13	0.5	97	97	17
CC(C)C(=O)NC(Nc1cc(C(F)(F)F)ccc1Cl)C(Cl)(Cl)Cl (stereo not given)	5	99	102	102	7	100	3	0.7	99	101	3
CCOC(=O)C1=C(C)NC(SCC(=O)Nc2cc(C)on2)=C(C#N)C1c1cccs1 (stereo not given)	1	99	100	99	15	100	11	0.0	99	100	nt
CC(C)(C)C(=O)NC(=S)NCCc1ccccc1	-1	101	101	99	18	100	8	-0.2	99	96	nt
CCOc1ccc(NC(=O)c2ccc(CNc3c(NC4CCCCC4)c(=O)c3=O)cc2)cc1	-4	110	101	103	15	104	5	-2.9	100	105	nt
CCOc1ccc(CN2CCN(C/C=C/c3ccc(OC)cc3)CC2CCO)cc1 (stereo not given)	1	102	97	95	13	97	13	0.7	96	100	-2
CCN(CC)C(=O)NC1CCCCCCC1	4	99	95	97	17	94	8	0.9	95	91	14
Cc1cccc(C(=O)NC(=S)Nc2ccccc2C(=O)O)c1	4	95	95	97	12	97	5	1.1	93	105	8
Cc1ccc(S(=O)(=O)NC(C)(C)CSc2nncn2C)cc1	0	106	103	102	31	101	8	-0.2	102	100	16

Looked up by compound from the entries so far (4):
molecule	ABCG2 block	Rac1 wt GTP bind	Cdc42 wt GTP	Rab2A wt mod	GSH bead fluor	HRas wt GTP	Avidin bead fluor	ABCB1 inh	Rac1 mut GTP	Rab7 wt modul	Pf gametocyte
Cc1cccc(C(=O)NC(=S)Nc2ccccc2C(=O)O)c1	4	95	95	97	12	97	5	1.1	93	105	8
Cc1ccc(S(=O)(=O)NC(C)(C)CSc2nncn2C)cc1	0	106	103	102	31	101	8	-0.2	102	100	16
CCOc1ccc(CN2CCN(C/C=C/c3ccc(OC)cc3)CC2CCO)cc1 (stereo not given)	1	102	97	95	13	97	13	0.7	96	100	-2
Cc1cnc(C(=O)Nc2ccc3c(c2)CCC3)cn1	5	96	97	97	7	96	13	0.5	97	97	17

Later entries:
molecule	ABCG2 block	Rac1 wt GTP bind	Cdc42 wt GTP	Rab2A wt mod	GSH bead fluor	HRas wt GTP	Avidin bead fluor	ABCB1 inh	Rac1 mut GTP	Rab7 wt modul	Pf gametocyte
CCNC(=S)NNC(=O)c1cccn(Cc2ccc(Cl)cc2Cl)c1=O	6	103	99	100	29	101	7	0.0	99	99	nt
O=C(Cn1ccc([N+](=O)[O-])n1)NCc1nc2ccccc2[nH]1	-1	97	91	95	12	94	13	-0.1	96	100	nt
Cc1ccc(CN2C(=O)N/C(=C\c3cccn3-c3cccc(C(=O)O)c3)C2=O)cc1	-3	97	91	92	12	93	17	-0.8	91	96	9
CC(C)CC(C)NNC(=O)c1cc2ccccc2[nH]1 (stereo not given)	33	106	99	102	27	100	13	0.1	102	99	12
CCn1c(COc2cccc(C)c2)nnc1SCC(=O)N1CCCC1	2	?	?	?	13	?	8	0.4	?	?	-15
C/C(CC(=O)NC12CC3CC(CC(C3)C1)C2)=N\NC(=O)c1cnccn1	-3	97	98	95	19	94	7	-1.5	96	95	-10
CC(=O)c1c(C)nc2ccc(Br)cc2c1C(=O)O	-2	101	100	100	21	100	7	-2.3	98	98	nt
CNc1cc(F)nc(F)n1	-1	97	96	97	10	97	11	-0.1	94	101	-3
CCN(CC)CCn1c(=S)[nH]c2ncccc2c1=O	-1	101	98	98	25	96	41	-0.5	95	98	18
CCCN1CCN(C(=O)c2cn(CC(C)C)c(=O)c3cc(OC)c(OC)cc23)CC1	2	103	106	105	14	106	16	0.8	100	103	nt
COc1cc(OC)c(OC)cc1CN1CCN(Cc2cccn2C)CC1	-1	101	101	96	9	97	4	0.2	97	97	7
Cc1ccccc1NS(=O)(=O)c1cc(C(N)=O)ccc1C	3	102	102	100	11	103	10	0.7	101	102	nt
CC(C)Oc1ccc(CNC(=S)N/N=C/c2cccnc2)cc1	16	103	100	98	29	100	12	0.5	96	102	nt
COc1ccccc1CN1CC(C(=O)N2CCN(c3ccc(F)cc3)CC2)CC1=O (stereo not given)	1	98	101	100	25	99	14	0.8	98	98	nt
O=C([C@H](Cc1ccccc1)NS(=O)(=O)c1ccc(Cl)cc1)N1CC[C@@]2(O)CCCC[C@H]2C1	3	101	100	101	17	102	12	1.2	99	99	nt
O=C(NCc1ccc2c(c1)OCO2)c1ccc(Cl)c(S(=O)(=O)NCc2ccccc2)c1	-1	101	100	99	7	101	12	5.3	100	99	-7
CCOC(=O)c1sc(=N)n(-c2ccc(OC)cc2)c1C	11	98	100	98	18	100	35	1.1	96	102	-12
CSc1nc(-c2ccc(Cl)cc2)nn1C(=O)c1ccccc1	8	100	95	94	16	97	7	0.1	96	99	-8
Cc1ccc(N(CC(O)CN(C)C)S(=O)(=O)c2ccccc2)cc1 (stereo not given)	1	99	102	100	18	100	39	0.6	98	100	-12
CCc1ccc(CN(C)Cc2nc(Cc3ccc(OC)c(OC)c3)no2)nc1	3	97	94	96	18	96	7	1.3	94	98	-17
CCOC(=O)c1cc(-c2ccco2)nc2c1c(C)nn2-c1ccccc1	1	104	100	100	52	100	14	0.0	100	99	9
C/C(=N\Nc1nc2ccccc2[nH]1)c1ccc2c(c1)OCCO2	19	99	95	97	11	97	10	2.8	97	97	8
O=C(CN(C(=O)Cn1nnc(-c2cccs2)n1)c1ccc2c(c1)OCCO2)NCc1ccccc1	2	104	101	99	31	100	15	1.9	97	102	nt
Cc1nn(-c2nc3ccccc3n2Cc2ccccc2)c2c1C(=O)CC(C)(C)C2	2	91	93	93	32	95	14	2.0	93	93	13

Overlap with the part before: six compounds, then new ones.
Field names – A = ABCG2 block; B = Rac1 wt GTP bind; C = Cdc42 wt GTP; D = Rab2A wt mod; E = GSH bead fluor; F = HRas wt GTP; G = Avidin bead fluor; H = ABCB1 inh; I = Rac1 mut GTP; J = Rab7 wt modul; K = Pf gametocyte
SMILES: Cc1ccc(N(CC(O)CN(C)C)S(=O)(=O)c2ccccc2)cc1 (stereo not given)
  A = 1 | B = 99 | C = 102 | D = 100 | E = 18 | F = 100 | G = 39 | H = 0.6 | I = 98 | J = 100 | K = -12
SMILES: CCc1ccc(CN(C)Cc2nc(Cc3ccc(OC)c(OC)c3)no2)nc1
  A = 3 | B = 97 | C = 94 | D = 96 | E = 18 | F = 96 | G = 7 | H = 1.3 | I = 94 | J = 98 | K = -17
SMILES: CCOC(=O)c1cc(-c2ccco2)nc2c1c(C)nn2-c1ccccc1
  A = 1 | B = 104 | C = 100 | D = 100 | E = 52 | F = 100 | G = 14 | H = 0.0 | I = 100 | J = 99 | K = 9
SMILES: C/C(=N\Nc1nc2ccccc2[nH]1)c1ccc2c(c1)OCCO2
  A = 19 | B = 99 | C = 95 | D = 97 | E = 11 | F = 97 | G = 10 | H = 2.8 | I = 97 | J = 97 | K = 8
SMILES: O=C(CN(C(=O)Cn1nnc(-c2cccs2)n1)c1ccc2c(c1)OCCO2)NCc1ccccc1
  A = 2 | B = 104 | C = 101 | D = 99 | E = 31 | F = 100 | G = 15 | H = 1.9 | I = 97 | J = 102 | K = nt
SMILES: Cc1nn(-c2nc3ccccc3n2Cc2ccccc2)c2c1C(=O)CC(C)(C)C2
  A = 2 | B = 91 | C = 93 | D = 93 | E = 32 | F = 95 | G = 14 | H = 2.0 | I = 93 | J = 93 | K = 13
SMILES: CC1CN(C(=O)COC(=O)c2cc([N+](=O)[O-])ccc2Cl)CC(C)O1 (stereo not given)
  A = 3 | B = 99 | C = 98 | D = 98 | E = 17 | F = 101 | G = 10 | H = 1.1 | I = 97 | J = 102 | K = 12
SMILES: Cc1ccc(Nc2nc(N)c([N+](=O)[O-])c(NCc3ccco3)n2)cc1
  A = 0 | B = 101 | C = 100 | D = 99 | E = 9 | F = 98 | G = 13 | H = -0.3 | I = 98 | J = 99 | K = 14
SMILES: COc1cccc(C(=O)CN2CCC(NC(=O)NC3CCCCC3)CC2)c1
  A = 1 | B = 100 | C = 101 | D = 99 | E = 31 | F = 100 | G = 6 | H = 0.6 | I = 98 | J = 99 | K = 3
SMILES: CCNc1ccc(S(=O)(=O)N(C)C)cc1[N+](=O)[O-]
  A = 3 | B = 99 | C = 99 | D = 96 | E = 10 | F = 97 | G = 11 | H = 0.3 | I = 98 | J = 93 | K = -8
SMILES: CC1CC(C)CN(C(=O)CN2CCN(Cc3ccc(Cl)cc3)C2=O)C1 (stereo not given)
  A = 1 | B = 106 | C = 105 | D = 102 | E = 36 | F = 104 | G = 13 | H = 1.4 | I = 101 | J = 101 | K = -29
